SMARCA2 act – SMARCA2 (BRM) function activators, primary screen, cell-based, luminescence, high throughput | MG213 cells, MMTV-luciferase reporter, dexamethasone, overnight | activation, % at 9.1 µM | 370,000 compounds, 1% hits | AID 652017, 2013; in the data active = activation above about 7.8%;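 note: 0% = vehicle wells and 100% = reference activator wells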
rCAG RNA binder – binders of r(CAG) RNA repeats, primary screen, biochemical, fluorescence. inhibition, % at 3 µM. AID 651821, 2012. 370,000 compounds, 1.3% hits. r(CAG) RNA repeat, TO-PRO-1 dye displacement fluorescence;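 active = inhibition above the plate cutoff, the mean of all test compounds on that plate plus 3 SD, cut at about 35% in these data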;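 note: 0% = DMSO alone and 100% = 100 µM mitoxantrone as full dye displacement; higher means more dye released from RNA so lower well fluorescence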
ABHD4 inh – ABHD4 inhibitors, primary screen, biochemical, fluorescence polarization, mouse; (Lyso)-N-acylphosphatidylethanolamine lipase (Mus musculus), Q8VD66; purified mABHD4, FP-Rh probe fluorescence polarization; inhibition, % at 8.92 µM; 370,000 compounds, 0.54% hits;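 active = inhibition exceeding the mean over every tested compound plus 3 SD, cut at about 30% in these data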;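 note: 0% = plate median of compound wells and 100% = S159A mutant with DMSO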
Target sequence (Q8VD66 whole entry, looked up): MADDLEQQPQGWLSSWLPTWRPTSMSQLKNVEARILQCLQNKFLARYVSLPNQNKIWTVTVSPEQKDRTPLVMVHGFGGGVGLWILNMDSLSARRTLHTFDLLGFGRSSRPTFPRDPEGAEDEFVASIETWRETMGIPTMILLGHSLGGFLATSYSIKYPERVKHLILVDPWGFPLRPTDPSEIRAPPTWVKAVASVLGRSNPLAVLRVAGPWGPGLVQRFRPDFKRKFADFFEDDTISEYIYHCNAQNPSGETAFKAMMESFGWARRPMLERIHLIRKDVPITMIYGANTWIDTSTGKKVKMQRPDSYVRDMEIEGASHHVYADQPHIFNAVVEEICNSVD
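System: mouse ABHD4 enzyme, wild type / Medium: HEPES pH 7.0, NaCl, Pluronic buffer / Reagent: FP-Rh activity-based fluorescent probe / Control set: S159A mutant high control, sample median low control / Detection: fluorescence polarization with parallel and perpendicular emission, 525/598 nm / Schedule: 45 min + 60 min at 25 °C / Compound dosing: 8.92 µM, single dose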
ARFGAP1 inhibitor – inhibitors of rat ARFGAP1 GAP activity, primary screen, biochemical, fluorescence polarization, GDP tracer; inhibition, % at 16.5 µM; Arfgap1-stimulated ARF1 GTP hydrolysis, GDP FP detection; ADP-ribosylation factor GTPase-activating protein 1 (Rattus norvegicus), Q62848; 360,000 compounds, 0.26% hits;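 active = inhibition above a per-plate limit, mean inhibition of low control wells plus 3 SD, cut at about 25% in these data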;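 note: 0% = DMSO wells with enzyme and 100% = wells lacking Arfgap1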
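System: truncated rat Arfgap1 GAP domain / Benchmarks: high control wells lacking Arfgap1, low control full reaction with DMSO / Times: compound-enzyme preincubation 20 min, reaction 120 min, detection 60 min, 25 °C / Repeats: one replicate per compound / Also added: human ARF1(Δ1-17)-GTP substrate / Measured by: Tracer-displacement fluorescence polarization with EDTA stop, 620/688 nm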
PG9 binder – binders of HIV-1 gp120 antibody PG9, primary screen, biochemical, TR-FRET; 360,000 compounds, 0.43% hits; inhibition, % at 6.7 µM; TR-FRET gp120-PG9 antibody binding; in the data active = inhibition above about 8.5%
ASAP1 GAP inh – inhibitors of human ASAP1 ArfGAP activity, primary screen, biochemical, fluorescence polarization | inhibition, % at 16.5 µM | ASAP1-stimulated ARF1 GTP hydrolysis, GDP FP detection | AID 624377, 2012 | 360,000 compounds, 0.19% hits; in the data active = inhibition above about 25%;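 note: 0% = vehicle with enzyme and substrate and 100% = no enzyme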
NR1D1 modulator – modulators of Rev-erb alpha DNA binding, primary screen, biochemical, FITC-DNA, fluorescence polarization, uHTS; Nuclear receptor subfamily 1 group D member 1 (Homo sapiens), P20393; Rev-erbα–FITC-DNA binding, 90 min; activity, % at 10 µM; 370,000 compounds, 0.79% hits; AID 1259318, 2017;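 active = activity above about 14%, limit read from the data; passing the limit was not always enough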;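 note: 0% = DMSO wells with 35 nM protein and 100% = DMSO wells with 750 nM protein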
Target sequence (P20393 whole entry, looked up): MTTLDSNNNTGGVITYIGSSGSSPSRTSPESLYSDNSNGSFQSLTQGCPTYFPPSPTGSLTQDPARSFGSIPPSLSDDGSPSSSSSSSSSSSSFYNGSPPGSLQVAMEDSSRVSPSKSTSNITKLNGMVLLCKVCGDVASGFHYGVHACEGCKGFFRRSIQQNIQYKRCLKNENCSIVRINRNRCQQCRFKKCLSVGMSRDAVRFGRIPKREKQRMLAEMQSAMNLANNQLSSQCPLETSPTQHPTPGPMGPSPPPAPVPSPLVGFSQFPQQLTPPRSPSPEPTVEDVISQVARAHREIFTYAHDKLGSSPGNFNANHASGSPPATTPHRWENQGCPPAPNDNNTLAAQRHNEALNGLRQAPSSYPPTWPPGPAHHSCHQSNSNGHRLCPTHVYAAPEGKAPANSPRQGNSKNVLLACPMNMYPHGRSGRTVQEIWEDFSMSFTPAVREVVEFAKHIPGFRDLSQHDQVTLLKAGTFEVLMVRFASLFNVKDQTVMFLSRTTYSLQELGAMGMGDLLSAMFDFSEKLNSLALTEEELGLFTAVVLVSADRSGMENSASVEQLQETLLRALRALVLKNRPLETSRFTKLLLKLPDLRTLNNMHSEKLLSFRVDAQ
NPR1 activator – GC-A stimulated cGMP production enhancers – HEK293 GC-A cells, cGMP TR-FRET, EC30 ANP, primary screen; activation, % at 10 µM; AID 1671463, 2021; 0% at EC30 ANP, 100% saturating ANP; 370,000 compounds, 0.14% hits; in the data active = activation above about 40%
NPR2 activator – human GC-B receptor activators, primary screen, HEK293 GC-B cells, cGMP TR-FRET, EC30 CNP; 0% at EC30 CNP, 100% saturating CNP; 370,000 compounds, 0.11% hits; activation, % at 10 µM;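 active = activation at 10 µM reaching about 35% in either raw or pattern-adjusted values, limit read from the data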
HTRA1 inhibitor – HTRA1 serine protease inhibitors, primary screen, biochemical, fluorescence polarization, HTS | AID 504803, 2011 | recombinant HTRA1, FP-rhodamine activity-based probe | inhibition, % at 5.96 µM | 340,000 compounds, 0.5% hits | Q92743; in the data active = inhibition above about 36%;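 note: 0% = enzyme with DMSO and 100% = wells lacking enzyme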
Active calls of the source: *; nt = not tested or not shown. No enrichment for hits; 4.4% or so of the library scored in one or more.

smiles	SMARCA2 act	rCAG RNA binder	ABHD4 inh	ARFGAP1 inhibitor	PG9 binder	ASAP1 GAP inh	NR1D1 modulator	NPR1 activator	NPR2 activator	HTRA1 inhibitor
CCOC(=O)c1ccc(NC(=O)N2CCOCC2)cc1	5	-2	-1	-4	-1.7	0	3	-1	4	2
Cc1cc(NC(=O)CC#N)n(-c2nc3ccccc3[nH]2)n1	3	22	-27	1	-2.9	2	-3	2	4	-6
CCCCSCCCNC(=O)c1ccc(CS(=O)(=O)c2ccc(OC)cc2)o1	-1	-18	-1	7	-1.4	-14	3	-4	-3	-1
CCOC(=O)c1c(C)[nH]c(C)c1S(=O)(=O)NCCN1CCN(c2cc(Cl)ccc2C)CC1	-2	7	-12	0	-0.5	-2	0	-11	-4	-51
COc1ccc(-n2c(N)c(Br)c(=O)[nH]c2=O)cc1	-4	-1	7	-2	-3.4	-4	-3	3	-1	5
CN(Cc1cccs1)C(=O)CSc1nc(N)cc(N)n1	0	-2	-2	13	1.0	-15	3	2	3	4
COc1ccc(N2C(=O)CC(SC(C)C)C2=O)cc1 (stereo unspecified)	-1	-3	-1	-7	-1.4	-9	2	1	1	-1
N#Cc1ccc(-c2ccc3c(c2)OCO3)nc1SCC(=O)OCc1ccccc1	-5	16	-29	4	13*	13	24*	7	-8	-26
COc1ccc(CN2C=C3C(=O)C(C)(OC(=O)C4CCCC4)C(=O)C=C3C=C2c2ccsc2)cc1 (stereo unspecified)	4	15	21	-7	-0.8	-1	-5	-1	0	34
COc1ccc(C(=O)O[C@@H]2CCC[C@@]3(C(=O)N(Cc4ccccc4)c4ccccc43)[C@H]2NC(=O)CCc2ccccc2)cc1OC	-7	11	-13	nt	nt	nt	5	1	0	nt
CC[C@@]12C(=O)N(c3cccc(Br)c3)C(=O)N1[C@H](c1ccc(F)cc1)[C@@H]1C(=O)N(C3CCCCC3)C(=O)[C@@H]12	-1	6	-14	-2	1.1	14	0	-7	-10	-104
O=C(COC(=O)c1ccccc1NC(=O)c1ccco1)NCCC1=CCCCC1	4	5	-9	-7	1.7	4	10	1	-5	-23
CSc1nsc(SCC(=O)Nc2ccccn2)n1	4	-2	-1	-2	-0.4	3	3	2	-6	4
NNC(=O)c1[nH]c2ccccc2c1-c1ccccc1	2	8	4	3	-1.7	-7	-2	0	2	-41
Cn1nccc1CNC(=O)c1c(Cl)cnn1C	-3	5	3	-18	-4.7	4	1	3	4	3

Reprinted from the part before: 2 entries; new compounds follow.
smiles	SMARCA2 act	rCAG RNA binder	ABHD4 inh	ARFGAP1 inhibitor	PG9 binder	ASAP1 GAP inh	NR1D1 modulator	NPR1 activator	NPR2 activator	HTRA1 inhibitor
NNC(=O)c1[nH]c2ccccc2c1-c1ccccc1	2	8	4	3	-1.7	-7	-2	0	2	-41
Cn1nccc1CNC(=O)c1c(Cl)cnn1C	-3	5	3	-18	-4.7	4	1	3	4	3
CC1(C(=O)N(c2ccccc2)C(C(=O)NC2CCCC2)c2ccccn2)CC(=O)N=C2C=CC=CN21 (stereo unspecified)	2	-1	-7	6	0.5	-6	7	0	-1	8
CCCn1nnc(NC(=O)C(C)Oc2ccc(Cl)cc2Cl)n1 (stereo unspecified)	-1	-5	3	-2	-0.6	-10	-7	2	2	-9
O=C(c1cc2ccccc2oc1=O)N(Cc1cccs1)CC1CCCO1 (stereo unspecified)	0	-2	1	6	-3.2	4	3	1	2	-2
COc1cccc(COC(=O)c2ccc3c(c2)NC(=O)C(C)S3)c1OC (stereo unspecified)	0	-2	0	12	0.4	14	6	5	9	-3
O=C(Cn1nnc(-c2ccccc2F)n1)Nc1cccc2ncccc12	1	2	2	5	-2.7	7	-2	0	0	-2
CCOC(=O)c1c(NC(=O)CSc2nnc(CN3CCOCC3)n2C)sc2c1CCCC2	-1	-6	-5	-1	-1.4	-4	-2	3	-1	-4
CCOC(=O)C1=CCN(S(=O)(=O)c2ccccc2C)C1c1ccccc1 (stereo unspecified)	-2	1	-13	2	-3.1	-3	-3	-12	-9	nt
O=C1c2ccccc2C(=O)N1CSc1ncccn1	2	0	-4	-1	-0.3	-6	-2	-1	3	0
CCN(CC)C(=O)C1=C(C)N(Cc2ccccc2)C(=O)C(CC(=O)NCc2cccc3ccccc23)C1 (stereo unspecified)	-6	0	-3	-3	-1.5	-5	-1	-5	1	-5
COc1ccc(CN2CCc3ccc(NC(=O)CCc4ccccc4OC)cc3C2)c(O)c1	-4	-2	-7	-7	-0.2	7	9	5	3	-12
C=C(c1ccc(OCCO)cc1)c1ccc(OCCO)cc1	-1	0	-1	4	-1.9	-4	-5	3	8	-6
O=C(NCC(F)(F)F)N1CCOCC1	0	-1	-5	-1	-2.7	6	0	1	-3	5
CC1(C)CC(NC(=O)CSc2ccccc2)CC(C)(C)N1	-1	4	1	-2	0.9	-3	0	2	9	2
CS(=O)(=O)N1CCN(c2ccc([N+](=O)[O-])cc2F)CC1	1	-3	4	9	-0.6	-12	-4	-1	4	8
Cc1ccc2c(c1)C(=O)C(=O)N2Cc1ccc(Br)cc1	2	0	11	4	-1.3	2	0	-10	-9	-104
Cc1noc(NS(=O)(=O)c2ccc(NC(=O)C34CC5CC(C3)CC(n3cnc(Br)n3)(C5)C4)cc2)c1C	-3	41*	3	-1	0.4	9	11	1	5	5
COc1cc(NC(=O)c2cc3nc(-c4ccccc4)cc(-c4ccccc4)n3n2)cc(OC)c1OC	-2	1	1	4	-0.5	-2	-2	4	4	-9
Cc1cc(C)cc(N(CCC#N)C(=O)CSc2nc3nc(C)cc(C)n3n2)c1	-4	-3	0	-11	-2.2	-5	0	3	-3	-5
COc1ccc(NC(=O)C2(C)CCN2Cc2ccccc2OC(F)F)cc1OC (stereo unspecified)	-3	-3	-1	-5	0.6	3	2	3	-6	nt
CCOc1ccc(C(=O)CSc2nnc(C3CC3)n2C)cc1	0	-1	1	-1	-2.5	14	-5	2	7	0
CC(NC(=O)c1ccc(N(C)C)cc1)c1ccc(F)cc1 (stereo unspecified)	-4	-3	4	9	0.4	-1	-2	0	-6	2
COc1ccc(NC(=O)c2cc(C(C)C)on2)cc1OC	2	-4	0	14	-0.1	4	-4	6	3	4
O=C(NCC1CCCO1)C1c2ccccc2C(=O)N1C1CCCCCCC1 (stereo unspecified)	1	-1	0	-4	-1.2	-2	0	-6	1	-1
CN1CCN(c2ccc(S(=O)(=O)N3CCCCC3)cc2NC(=O)Cc2ccccc2F)CC1	2	0	5	3	-1.3	4	-4	2	0	-9
c1ccc(CCCNCCCn2cnc3c(OCc4ccccc4)ncnc32)cc1	-2	7	6	-3	-0.9	-4	6	-3	-5	-1
C=CCn1cccc(C(=O)Nc2ccc(N(C)C)cc2)c1=O	2	-1	0	0	-9.2	0	-1	-4	-2	8
O=C(Nc1oc2ccccc2c(=O)c1-c1ccccc1)c1ccco1	1	3	-17	-15	0.5	-13	-5	-3	-2	3
O=C(NC(=S)Nc1cccc(O)c1)C12CC3CC(CC(C3)C1)C2	-3	5	-27	3	-2.6	7	-10	-4	-3	-25
CCc1cc2c(SCC(=O)N3CC(=O)Nc4ccccc43)ncnc2s1	1	0	6	0	-0.6	-4	1	-5	-3	-18
O=Cc1ccc(N2CCCC2)c(F)c1	5	3	-2	8	-0.2	3	0	-8	-5	-3
S=c1[nH]nc(-c2ccncc2)n1/N=C/C=C/c1ccco1	-1	15	17	-9	-1.1	-5	-11	0	1	8
Cc1ccc(CCNC(=O)c2cc(C)nn2-c2ccccc2)cc1	-2	-3	-2	9	-2.4	1	3	-8	-8	-11
Cc1cc(NC(=O)CSc2ncc(C(=O)O)n2-c2ccc(F)cc2)no1	0	2	1	1	0.5	-4	10	-1	2	12
Cc1nnc(SC(C)C(=O)NC2CCCCC2C)n1N (stereo unspecified)	-1	6	0	-6	1.6	-14	2	-2	-2	2
Cc1ccc(-c2cc(C(=O)NNC(=O)c3csc(N4CCOCC4)n3)c3ccccc3n2)cc1	0	13	-3	-6	-1.2	-9	-6	-1	1	-4
O=C(NCCO)C1COc2ccccc2O1 (stereo unspecified)	-4	-2	-2	5	1.3	-7	2	1	6	-6
CC1=NN(c2ccccc2)C(=O)C1C=Nc1ccc(N(C)C)cc1 (stereo unspecified)	-4	9	39*	-39	-15	-34	5	-5	-4	nt
NS(=O)(=O)c1ccc(CCNc2ccn3nc(-c4cccc(C(F)(F)F)c4)cc3n2)cc1	-2	11	-49	15	-0.9	7	28*	-9	-10	nt
COc1ccc(-n2c(SCC(=O)Nc3ccc(Oc4ccccc4)cc3)nnc2-c2cccnc2)cc1	-5	10	-3	nt	nt	nt	3	5	2	nt
CC(C)CNC(=O)C1CSCCS(=O)(=O)N1Cc1ccc(F)cc1 (stereo unspecified)	6	-2	-2	nt	nt	nt	0	2	-1	nt
COc1ccc(NC2CCCN(C(=O)c3ccc4[nH]c(C)c(C)c4c3)C2)cc1 (stereo unspecified)	1	7	8	2	-3.0	8	1	2	6	1
Cc1ccc(-n2c(P(C)(=O)O)nc3ccccc32)cc1	0	-1	3	17	-2.2	5	6	-1	-1	3
COC(=O)C1=C(C)Nc2nnnn2C1c1ccccc1Cl (stereo unspecified)	0	-3	-1	-14	0.5	6	-2	0	-1	2
CCOc1ccc(C(=O)Nc2nnc(SCC(=O)NCC3CCCO3)s2)cc1 (stereo unspecified)	5	-3	3	0	-1.2	2	-10	2	2	4
CC(C)(C)c1ccc(CSc2nnc(-c3ccccn3)n2Cc2ccco2)cc1	-4	-2	-3	-7	1.0	9	3	-8	-7	-51
CC(C(=O)NCCCc1ccccc1)n1cccc1C(=O)c1ccccc1 (stereo unspecified)	-1	-7	4	-13	-1.0	-7	-2	-6	-11	0
COc1ccc(O)c(/C=N/NC(=O)CCC(=O)Nc2ccc(C)cc2)c1	-3	5	-1	10	-0.8	4	1	2	3	-3
O=C(Nc1ccc(Cl)cc1)Nc1nnc(SCc2ccccc2)s1	4	5	-2	-11	-0.6	-4	1	5	3	-2

Source: PubChem BioAssay
